hcGAS lum: blocks human cGAS activity; hit rate 0.081% among 290,000; inhibition, % at 12.5 µM; AID 1259398; Q8N884; recombinant h-cGAS, ATP depletion, Kinase-Glo luminescence; in the data active = inhibition above about 40%;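 note: 0% = vehicle reaction and 100% = reaction without DNA for no activity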
* marks the source's active call; other numbers are inactive results. Some of the compounds tested. The share of hits here may be higher or lower than overall.

Start of the data: the first two compounds as a preview:
no.	SMILES	hcGAS lum
1	COP(=O)(OC)C(O)/C=C(\Cl)c1ccc(I)cc1 (stereo not drawn)	-4
2	CCNc1ncc(C(=O)N2CC[C@H]3CC[C@@H](C2)N3)cn1	-5

This part in full, from the first entry:
no.	SMILES	hcGAS lum
1	COP(=O)(OC)C(O)/C=C(\Cl)c1ccc(I)cc1 (stereo not drawn)	-4
2	CCNc1ncc(C(=O)N2CC[C@H]3CC[C@@H](C2)N3)cn1	-5
3	C#CCN(C)C(C)Cc1ccccc1 (stereo not drawn)	6
4	CCN(CC)C(=O)c1ccc(NC(=O)C2C3CCCCC32)cc1 (stereo not drawn)	-6
5	CCOC(=O)C1(CCCc2ccccc2)CCN(C2CCC2)CC1	-8
6	O=C(Nc1ccccc1)C(=O)N1C[C@@H](c2ccccc2)[C@@H]2[C@H]1C1CCN2CC1	-8
7	CC1(C)CSC(=NCc2ccccc2)N1	-10
8	Cc1csc(CC(=O)N2CCN(CCC(=O)Nc3sc4c(c3C#N)CCCC4)CC2)n1	-10
9	CC(=O)OC1CN2CCC1CC2 (stereo not drawn)	0
10	Cc1cccnc1CC(C)N(C)Cc1cc(F)ccc1O (stereo not drawn)	-9
11	Cc1nc(CN2CCN(C(=O)COc3c(C)ccc(C)c3C)CC2)no1	-3
12	CCCSc1ncc(CN2CC[C@@]3(O)CCCC[C@H]3C2)cn1	-7
13	C/C=C(\C)CN1CCC2(CCNCC2)C1	2
14	O=C(Cc1csc2ccccc12)N1CCN(CCO)CC1	2

From entry 9 up to 11, as listed above:
no.	SMILES	hcGAS lum
9	CC(=O)OC1CN2CCC1CC2 (stereo not drawn)	0
10	Cc1cccnc1CC(C)N(C)Cc1cc(F)ccc1O (stereo not drawn)	-9
11	Cc1nc(CN2CCN(C(=O)COc3c(C)ccc(C)c3C)CC2)no1	-3
